Screening data from PubChem BioAssay.
RBBP9 inhibitor = inhibitors of human serine hydrolase RBBP9; O75884; recombinant RBBP9, FP-Rh probe fluorescence polarization; inhibition, % at 7.94 µM; hit rate 0.2% among 220,000; AID 1515;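 active means inhibition above the campaign mean of all tested compounds plus 3 SD, cut at about 14% in these data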;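 further: plate controls were DMSO wells with RBBP9 for no effect and wells lacking RBBP9 protein for full effect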
Target sequence (O75884 whole entry, looked up): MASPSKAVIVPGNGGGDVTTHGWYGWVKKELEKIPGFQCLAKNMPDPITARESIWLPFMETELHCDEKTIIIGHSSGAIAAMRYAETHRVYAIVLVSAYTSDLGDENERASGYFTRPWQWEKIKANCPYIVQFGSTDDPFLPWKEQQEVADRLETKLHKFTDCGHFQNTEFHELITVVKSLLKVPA
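Test system: recombinant human RBBP9. Quantity: 2.5 µM RBBP9 dispensing solution, before mixing. Detection: FP readout at 525/598 nm. Reagent: Serine-hydrolase probe FP-Rh, 375 nM pre-mixing. Measure: % inhibition. Control set: DMSO-treated enzyme wells and wells lacking RBBP9. Buffer or medium: Tris-NaCl-Pluronic buffer, pH 8.0. Times: preincubation 30 min plus labeling 45 min at 25 °C.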
Runt-CBFb FRET = inhibitors of human RUNX1 Runt domain binding to CBFb | inhibition, % at 20 µM | hit rate 0.46% among 220,000 | Q01196+Q13951 | AID 1496 | Cerulean-Runt/Venus-CBFb FRET ratio 530/480, 1 h;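 active means inhibition over about 50% at 20 µM in the single-dose screen, limit read from the data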;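 further: 0% = DMSO wells and 100% = excess unlabeled CBFb competitor control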
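Buffer or medium: Tris pH 7.5 buffer with BSA. Assay system: Cerulean-labeled Runt domain protein. Amount: each fluorescent fusion protein 100 nM. Read-out basis: loss of energy transfer signal. Incubation: 1 h compound exposure, room temperature. Probe or stimulus: Venus-CBFb binding partner, 100 nM. Detection: FRET, excitation 422 nm, emission at 530 and 480 nm.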
m-calpain inh = blocks pig calpain II enzyme activity. inhibition, % at 16 µM. purified calpain II, fluorogenic peptide substrate, 30 min. AID 1236. hit rate 0.37% among 220,000;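 active means inhibition above about 50%, limit read from the data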
p97 ATPase inh = human p97 ATPase inhibition | P55072 | recombinant p97 ATPase, Kinase-Glo ATP luminescence, 3 h | inhibition, % at 8 µM | hit rate 0.42% among 220,000 | AID 1481; in the data active means inhibition above about 15%;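 further: 0% = DMSO vehicle and 100% = wells lacking enzyme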
Furin inh = blocks human furin protease activity; inhibition, % at 30 µM; purified furin, fluorogenic substrate cleavage; hit rate 0.061% among 220,000; in the data active means inhibition above about 25%; further: inactives centre near -15
Target sequence (P09958 108-714 limits assumed): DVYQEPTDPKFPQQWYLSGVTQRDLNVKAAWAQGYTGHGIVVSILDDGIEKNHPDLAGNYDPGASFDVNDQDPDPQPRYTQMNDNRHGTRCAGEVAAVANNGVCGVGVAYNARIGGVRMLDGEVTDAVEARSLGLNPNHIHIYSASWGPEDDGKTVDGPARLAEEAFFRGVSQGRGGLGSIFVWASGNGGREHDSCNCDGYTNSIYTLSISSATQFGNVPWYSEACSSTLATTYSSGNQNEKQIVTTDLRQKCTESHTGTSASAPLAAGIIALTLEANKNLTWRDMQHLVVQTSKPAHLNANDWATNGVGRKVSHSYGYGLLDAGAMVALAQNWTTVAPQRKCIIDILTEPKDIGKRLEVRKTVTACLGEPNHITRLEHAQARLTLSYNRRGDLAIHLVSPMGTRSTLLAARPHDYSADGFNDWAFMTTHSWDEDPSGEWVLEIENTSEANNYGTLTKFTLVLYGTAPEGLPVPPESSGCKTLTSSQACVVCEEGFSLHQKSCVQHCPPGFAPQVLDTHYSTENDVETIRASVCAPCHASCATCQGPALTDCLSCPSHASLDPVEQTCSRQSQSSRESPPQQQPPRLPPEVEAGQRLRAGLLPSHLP
Runt-SMMHC FRET = inhibitors of human RUNX1 Runt domain binding to CBFb-SMMHC; Q01196+Q13951; Cerulean-Runt/Venus-CBFb-SMMHC FRET ratio 530/480, 1 h; inhibition, % at 20 µM; hit rate 0.74% among 220,000; AID 1434;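 active means mean inhibition across duplicate retests at 20 µM reaching about 50%, limit read from the data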;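 further: 0% = DMSO wells and 100% = wells with excess untagged CBFb-SMMHC; inhibitors lower the FRET ratio by blocking Runt binding to CBFb-SMMHC; some results filed as inactive read as strong as hits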
TbHK1 inh = blocks Trypanosoma brucei hexokinase 1 activity; recombinant TbHK1, G6PDH-coupled NADH A340; inhibition, % at 10 µM; hit rate 0.11% among 220,000; AID 1430;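 active means inhibition of 50% or more in the single-dose primary screen; inactive means inhibition below 50%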
NCF1 inh = p47phox (human) inhibition | p47phox/p22phox peptide binding, fluorescence polarization, 2 h | inhibition, % at 24.7 µM | hit rate 0.53% among 220,000;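 active means inhibition above about 30%, limit read from the data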;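 further: 0% = p47phox with labelled peptide and 100% = labelled peptide alone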
EBV gp42 inh = EBV gp42 inhibition; inhibition, % (tested at 21.74 µM); hit rate 0.42% among 220,000; Q1HVG2; AID 1085; Fluorescence polarization binding assay, mP read-out; in the data active means inhibition above about 50%
Target sequence (Q1HVG2 whole entry, looked up): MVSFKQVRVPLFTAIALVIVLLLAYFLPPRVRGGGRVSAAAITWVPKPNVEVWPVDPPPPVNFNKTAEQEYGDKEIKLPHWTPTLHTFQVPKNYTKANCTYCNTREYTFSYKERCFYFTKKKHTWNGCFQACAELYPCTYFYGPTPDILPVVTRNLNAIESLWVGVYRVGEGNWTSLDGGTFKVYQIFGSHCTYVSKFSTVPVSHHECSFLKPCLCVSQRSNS
* = called active by the depositor; i = inactive; . = no result given; [ ] = another dose, or the depositor's remark.

canonical_smiles	RBBP9 inhibitor	Runt-CBFb FRET	m-calpain inh	p97 ATPase inh	Furin inh	Runt-SMMHC FRET	TbHK1 inh	NCF1 inh	EBV gp42 inh
COc1cc(C)ccc1OCCOc1cc(C)ccc1Cl	-9.7	.	-5.5	2.9	-10.2	-5.6	0.2	-2.2	-3.3
CN1CCN(S(=O)(=O)c2cc([N+](=O)[O-])ccc2Cl)CC1	-4.5	-1.2	21.3	-0.3	-9.9	2.1	6.9	2.4	-5.7
Cc1ccc(S(=O)(=O)c2c(C)nn(C(C)(C)C)c2OC(=O)C(C)(C)C)cc1	-11.2	-7.0	-14.7	-3.5	-16.4	0.6	-11.6	-2.2	-7.5
c1ccc(-c2ncc(-c3ccn[nH]3)s2)cc1	-3.2	0.5	-470.1	5.3	-61.8	2.7	-16.1	-3.7	-32.3
O=C(CN1CCN(S(=O)(=O)c2ccc(Br)cc2)CC1)Nc1ccc(F)cc1F	-3.0	-6.1	-18.3	-0.9	-15.6	1.8	-0.7	-12.0	-10.2
Cc1cc(C(F)F)n2nc(C(=O)Nc3ccc(S(=O)(=O)N4CCCCCC4)cc3)nc2n1	-0.8	.	-65.4	4.8	-7.9[20 µM]	.	4.3	1.6	-14.9
CCC(C#CCN1CCCCC1)(CC)OCCC#N	-7.6	-0.7	-122.3	1.5	-14.5	-1.6	4.4	-9.8	-18.2
COc1ccc(/C(C#N)=C/c2c(-c3ccc(Cl)cc3)nc3c(C)cccn23)cc1	-3.1	-1.6	15.0	-7.5	3.8[20 µM]	-1.0	-5.4	1.7	-8.9
Cc1nc(NCc2ccccc2)c2cc[nH]c2n1	9.0	-1.7	-22.6	5.9	-22.2	-2.6	-5.5	-14.2	-6.0
Cc1ccc(NC(=S)NC(=O)c2ccc(-c3ccccc3)cc2)cc1	1.9	.	.	0.2	-16.1[20 µM]	.	-5.9	.	.
Cc1ccc(S(=O)(=O)N2CCC(C(=O)Nc3nnc(-c4ccc(F)cc4)s3)CC2)cc1	-4.5	-5.8	-8.6	-2.4	-9.9	-1.6	22.1	-2.1	-13.7
CN(CC(=O)Nc1cccc2ccccc12)c1ccc(S(=O)(=O)N2CCOCC2)cn1	-9.7	0.5	-58.6	-1.7	-17.5[20 µM]	4.2	-2.9	-8.4	-5.1
O=C(NC(=O)N1CCN(c2ccccc2F)CC1)c1ccccc1	-4.2	0.8	11.0	0.6	-37.7	-2.5	6.8	-2.2	-3.4
CCCS(=O)(=O)N1CCN(C(=O)COc2ccc(OC)cc2)CC1	0.8	-0.1	-36.4	1.4	-5.0[20 µM]	-0.7	4.4	-2.8	-16.5
CC(CCc1ccccc1)NC(=O)Cc1ccc([N+](=O)[O-])cc1 (stereo not given)	-8.9	-1.1	-0.8	1.9	-18.1	0.2	39.1	-5.4	-7.0

Following part:
canonical_smiles	RBBP9 inhibitor	Runt-CBFb FRET	m-calpain inh	p97 ATPase inh	Furin inh	Runt-SMMHC FRET	TbHK1 inh	NCF1 inh	EBV gp42 inh
COc1ccc(CCNC(=O)CSc2nnc(Cc3csc(N)n3)n2C)cc1OC	-7.7	-0.5	-9.2	0.3	-23.2[20 µM]	1.3	6.2	-6.9	-5.7
O=C(c1ccco1)N1CCN(c2nc3ccccc3n3nnnc23)CC1	-5.0	16.2	-11.2	5.0	-11.8	22.8	-16.8	-5.8	33.4
CCOc1cc(-c2cc(-c3ccc(N)cc3)nc(N)c2C#N)ccc1O	1.2	45.7	-96.9	13.0	-3.8	80.0*	-25.6	-16.1	-2.1
CCC(C)NS(=O)(=O)c1ccc(S(=O)(=O)N2CCCC3(CCCCC3)C2)cc1 (stereo not given)	-5.3	-0.6	-0.4	-3.3	-12.6[20 µM]	2.3	25.8	-9.0	-2.4
Cc1ccc(NS(=O)(=O)c2cc([N+](=O)[O-])ccc2NNC(=S)Nc2cc(C)ccc2C)c(C)c1	-5.2	-2.5	-36.3	-2.8	-5.5	-24.0	16.4	-20.2	0.9
CC(=O)Nc1ccc(S(=O)(=O)NCC(=O)OCC(=O)N2CCN(c3ccccc3)CC2)cc1	-0.3	0.0	3.2	2.8	-22.9	3.8	-3.1	-16.5	-22.2
COc1ccc(CCNC(=O)COC(=O)c2cc(S(=O)(=O)NCc3ccccc3)ccc2O)cc1OC	-7.6	-2.2	-37.8	6.3	-20.0	-4.8	-4.2	-11.1	-16.5
O=C(Nc1ccc2c(c1)OCO2)C1CC(=O)N(CCc2ccccc2)C1 (stereo not given)	-2.4	-2.8	-108.4	4.5	-26.4	1.2	-3.4	4.2	-26.1
COCCN(CC(=O)Nc1cccc(C)c1)S(=O)(=O)c1ccc(S(=O)(=O)N2CCCC2)cc1	-7.1	-1.0	18.8	-7.8	-4.2	-1.6	-6.3	-10.3	1.4
COc1ccc(OCCCc2c(C)n[nH]c2C)cc1	5.5	2.0	18.5	-4.5	-5.2[20 µM]	-2.0	-10.1	0.4	3.4
CC(C)n1c(O)c(N=NC(=O)Cn2ccc(C(F)(F)F)n2)c2ccccc21	-4.2	-1.7	4.8	2.5	-13.1	0.7	-5.5	-8.5	0.9
O=C(/C=C/c1cccc(Cl)c1)Nc1ccncc1	-2.2	1.4	-8.5	5.4	-4.8	2.7	-2.6	-9.8	-16.1
CC(=O)Nc1ccc(SCC(=O)O)cc1	-5.9	1.8	16.8	2.5	-22.5	-0.6	-1.5	-7.0	0.7
Cc1cc(NC(=O)COC(=O)c2oc3c(ccc4ccccc43)c2C)no1	-10.2	0.5	23.1	-1.8	-21.4	0.9	6.6	1.4	-7.6
O=c1c2c(nc3cc(-c4ccccc4)[nH]n13)CCS2	-2.5	15.6	i	1.8	-8.7[20 µM]	9.7	3.8	-3.9	9.8

Molecules shown so far with an NH in an aromatic ring, in the order listed:
canonical_smiles	RBBP9 inhibitor	Runt-CBFb FRET	m-calpain inh	p97 ATPase inh	Furin inh	Runt-SMMHC FRET	TbHK1 inh	NCF1 inh	EBV gp42 inh
c1ccc(-c2ncc(-c3ccn[nH]3)s2)cc1	-3.2	0.5	-470.1	5.3	-61.8	2.7	-16.1	-3.7	-32.3
Cc1nc(NCc2ccccc2)c2cc[nH]c2n1	9.0	-1.7	-22.6	5.9	-22.2	-2.6	-5.5	-14.2	-6.0
COc1ccc(OCCCc2c(C)n[nH]c2C)cc1	5.5	2.0	18.5	-4.5	-5.2[20 µM]	-2.0	-10.1	0.4	3.4
O=c1c2c(nc3cc(-c4ccccc4)[nH]n13)CCS2	-2.5	15.6	i	1.8	-8.7[20 µM]	9.7	3.8	-3.9	9.8

Further results:
canonical_smiles	RBBP9 inhibitor	Runt-CBFb FRET	m-calpain inh	p97 ATPase inh	Furin inh	Runt-SMMHC FRET	TbHK1 inh	NCF1 inh	EBV gp42 inh
COc1ccc(Nc2nc(N)nc(CSC(=S)N3CCOCC3)n2)cc1	8.7	-0.6	18.7	3.7	-20.8	-0.3	-1.0	-10.9	-9.4
O=C(c1ccccc1/S(=N/S(=O)(=O)c1ccccc1)N1CCOCC1)N1CCOCC1 (stereo not given)	-1.6	1.1	16.1	2.4	-9.2	4.5	-0.1	-1.1	-8.8
Cc1ccc(Cn2ccc(NC(=O)c3cc(-c4ccco4)on3)n2)cc1	-13.9	-2.5	8.9	-0.1	-23.0	-5.8	-7.0	-25.9	-11.9
Cc1ccc2c(Cl)c(C(=O)NCc3cccnc3)sc2c1	-7.0	-4.3	7.0	-4.0	-21.4	-118.7	1.3	-3.1	-3.0
CN(CC(=O)Nc1ccc(F)cc1)c1ccc(S(=O)(=O)N2CCCCC2)cc1[N+](=O)[O-]	-5.4	1.6	21.6	-4.7	-4.8	2.7	-3.1	-10.4	10.5
Cc1cccc(NC(=O)CN2C(=O)CNC2=O)c1	-3.9	-0.6	-20.9	7.6	-15.9[20 µM]	-4.0	-0.9	-4.6	-5.2
COc1ccc(-c2noc(CN3C(=O)c4ccccc4C3=O)n2)cc1	4.5	-0.2	-9.2	3.6	-14.6[20 µM]	0.0	0.0	-3.4	0.8
Cn1c(SCc2nc3ccccc3c(=O)[nH]2)nc2ccccc21	-5.5	1.7	-41.5	3.9	-18.6	0.3	-4.7	-21.2	-6.5
COCCn1c(SCC(=O)Nc2cc(C)on2)nnc1-c1ccco1	-6.3	1.4	-4.5	1.4	-1.8[20 µM]	-6.8	-7.7	-3.6	-14.8
O=C(NCc1ccc2c(c1)OCO2)C1CC(=O)N(C2CCCCCC2)C1 (stereo not given)	-4.2	0.0	10.0	3.3	-14.7	0.4	-3.5	-0.5	-10.1
COc1ccc2nc(SCC(=O)O)nc(C)c2c1	-4.1	2.0	.	-1.9	-10.6	-2.9	-5.9	.	.
COc1ccc(Nc2oc(-c3cccs3)nc2C#N)cc1	-6.1	-2.1	-25.6	5.5	-30.5	-7.6	-2.5	-9.0	8.1
COC(=O)c1ccc(NCN2C(=O)C3C4CCC(C4)C3C2=O)cc1 (stereo not given)	-4.3	-1.4	21.2	3.2	2.0	0.8	-8.3	1.3	-12.9
Cc1ccc(S(=O)(=O)NCCC(=O)Nc2ccc(C)cc2C(=O)c2ccccc2)cc1	-2.9	-0.1	9.1	0.6	-20.7	3.0	6.1	-10.4	-5.4
O=C1COc2ccc(C(=O)COc3ccc([N+](=O)[O-])cc3)cc2N1	5.7	-3.3	-19.6	8.4	-6.0	-9.2	-11.9	-23.5	4.9

Runt-SMMHC FRET, what is marked active above
canonical_smiles	RBBP9 inhibitor	Runt-CBFb FRET	m-calpain inh	p97 ATPase inh	Furin inh	Runt-SMMHC FRET	TbHK1 inh	NCF1 inh	EBV gp42 inh
CCOc1cc(-c2cc(-c3ccc(N)cc3)nc(N)c2C#N)ccc1O	1.2	45.7	-96.9	13.0	-3.8	80.0*	-25.6	-16.1	-2.1

Next compounds follow:
canonical_smiles	RBBP9 inhibitor	Runt-CBFb FRET	m-calpain inh	p97 ATPase inh	Furin inh	Runt-SMMHC FRET	TbHK1 inh	NCF1 inh	EBV gp42 inh
COc1cc2c3nnc(-c4ccc(F)cc4)c-3cn(Cc3ccccc3F)c2cc1OC	-4.5	-151.4	14.5	3.6	-43.9	-116.7	6.6	-2.0	-63.6
Cc1[nH]nc(SCC(=O)N2CCC(C)CC2)c1[N+](=O)[O-]	-8.1	-0.2	9.8	-0.9	-15.0[20 µM]	0.3	-23.0	-10.6	-9.9
CN1CCN(C(=O)C2C3C=CC(C3)C2C(=O)O)CC1 (stereo not given)	1.1	-0.6	10.1	3.3	-15.8	3.9	-1.1	-16.2	-11.2
CCCNC(=O)CS(=O)Cc1nc(-c2cccc(OC)c2)oc1C (stereo not given)	-8.9	2.1	2.2	2.2	-32.1	2.5	-10.6	9.3	-16.9
CNS(=O)(=O)c1cccc(C(=O)OCC(=O)/C=C2/N(C)c3ccccc3C2(C)C)c1	-5.9	-2.3	-3.7	-0.6	-9.3	-1.6	-17.4	-196.9	-8.5
Cc1ccc(NC(=O)Cn2cncc2-c2ccc([N+](=O)[O-])cc2)cc1C	-0.6	0.7	-74.7	-3.4	-5.0	-1.4	-8.2	-12.3	5.1
Cn1cc(CC(=O)Nc2cccc(C#N)c2)c2ccccc21	-4.1	-0.6	-24.2	-1.9	-21.4[20 µM]	-4.8	0.2	8.1	-15.0
CCSc1ncc(/C=N/Nc2ccc([N+](=O)[O-])cc2)n1C	4.2	-16.4	-16.4	0.2	-11.1	-22.6	6.4	-63.0	-20.8
CCOC(=O)C(Oc1ccc2c(-c3ccccc3)cc(=O)oc2c1)c1ccccc1 (stereo not given)	-6.6	2.3	23.9	-1.8	-9.6	0.0	25.1	3.0	9.7
Cc1cccc2cc(C3CC(c4ccco4)=NN3C(=O)CCC(=O)O)c(Cl)nc12 (stereo not given)	-2.7	5.9	-16.7	2.0	-20.4	0.0	3.7	-12.7	-1.5

The order is random (roughly 2.7% active in at least one column).
